# Screening data as filed in PubChem BioAssay.
# Anthrax LF inh2 = anthrax lethal factor protease inhibition | multiplex microsphere protease cleavage assay, LF | inhibition, % at 10 µM | hit rate 0.12% among 360,000; note: plate controls were buffer without enzyme for full effect and enzyme alone for no effect
# Target sequence (P15917 whole entry, looked up): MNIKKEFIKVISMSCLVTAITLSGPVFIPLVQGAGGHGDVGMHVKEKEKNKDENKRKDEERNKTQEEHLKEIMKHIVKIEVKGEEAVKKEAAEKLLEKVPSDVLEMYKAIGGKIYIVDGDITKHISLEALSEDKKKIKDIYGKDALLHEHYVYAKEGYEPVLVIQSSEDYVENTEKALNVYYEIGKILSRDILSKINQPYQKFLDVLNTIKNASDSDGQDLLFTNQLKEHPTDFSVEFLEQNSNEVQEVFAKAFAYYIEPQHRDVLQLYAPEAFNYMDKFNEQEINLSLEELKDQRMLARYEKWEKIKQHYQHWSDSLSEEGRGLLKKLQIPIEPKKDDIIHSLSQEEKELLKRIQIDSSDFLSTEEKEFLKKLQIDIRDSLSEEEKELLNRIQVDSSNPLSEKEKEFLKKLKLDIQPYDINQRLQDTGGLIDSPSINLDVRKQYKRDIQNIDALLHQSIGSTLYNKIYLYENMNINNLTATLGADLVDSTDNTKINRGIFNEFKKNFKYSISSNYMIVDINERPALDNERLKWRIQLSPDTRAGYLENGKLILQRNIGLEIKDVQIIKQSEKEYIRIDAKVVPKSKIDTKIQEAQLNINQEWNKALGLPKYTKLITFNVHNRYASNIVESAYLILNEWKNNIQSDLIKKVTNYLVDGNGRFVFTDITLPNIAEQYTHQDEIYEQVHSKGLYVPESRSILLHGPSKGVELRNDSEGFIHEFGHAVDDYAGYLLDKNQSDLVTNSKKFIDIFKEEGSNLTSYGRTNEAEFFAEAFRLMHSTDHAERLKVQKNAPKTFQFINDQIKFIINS
# PfHsp40 rescue = compounds rescuing yeast from Plasmodium falciparum HSP40 toxicity | S. cerevisiae expressing PfHsp40, growth rescue, ATP luminescence | growth rescue, % at 12.5 µM | hit rate 0.68% among 340,000 | AID 504582; in the data active = growth rescue above about 28%, passing the limit was not always enough; inconclusive = no clear call, values can overlap the other calls;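 note: yeast W303a lacking pdr1 and pdr3 grown in galactose medium; growth measured after three days at 30 °C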
# VHR inh abs = inhibitors of human VHR1 phosphatase (DUSP3) | P51452 | recombinant VHR phosphatase, pNPP absorbance | inhibition, % at 13.3 µM | hit rate 0.52% among 290,000 | AID 1654; in the data active = inhibition above about 50%; note: some compounds called inactive have numbers as strong as hits
# Target sequence (P51452 whole entry, looked up): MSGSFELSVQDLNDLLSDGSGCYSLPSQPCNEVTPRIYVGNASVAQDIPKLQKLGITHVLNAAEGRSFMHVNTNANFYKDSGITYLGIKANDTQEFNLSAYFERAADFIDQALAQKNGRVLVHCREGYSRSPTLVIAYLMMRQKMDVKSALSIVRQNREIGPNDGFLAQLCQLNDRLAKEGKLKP
# PriA SSB inh = inhibitors of Klebsiella pneumoniae PriA binding to SSB C-terminal tail; AlphaScreen SSBct-PriA binding, biotinylated peptide; hit rate 0.6% among 430,000; inhibition, % at 33 µM; in the data active = inhibition mostly above about 37%, no sharp cut-off; inactive = mostly below about 20%;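 note: plate controls were negative control peptide for no effect and reference peptide for full effect; strong numbers were not always called active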
# TcdB GH inh = TcdB glycohydrolase inhibition; TcdB glycohydrolase enzymatic assay, plate reader; hit rate 0.24% among 350,000; inhibition, % at 9.99 µM; in the data active = inhibition above about 10%
# BoNT A protease = blocks Botulinum neurotoxin A light chain protease | multiplex microsphere protease substrate cleavage, flow cytometry | inhibition, % at 10 µM | hit rate 0.17% among 360,000 | AID 588499; note: plate controls were buffer without enzyme for full effect and enzyme alone for no effect
# Yp Topo-I inh = inhibitors of Yersinia pestis topoisomerase I | hit rate 0.064% among 360,000 | Y. pestis Topo-I cleavage product accumulation, plate reader | activity, % at 10 µM; in the data active = activity above about 50%, passing the limit was not always enough; inconclusive = no clear call, values can overlap the other calls; note: inactives centre near 2
# Vc quorum ag = quorum light induction in luxS cqsA deficient V. cholerae; hit rate 0.16% among 350,000; V. cholerae BH1578 lux reporter, luminescence, 6 h; activation, % at 18.7 µM; in the data active = activation mostly above about 9.7%, no sharp cut-off; inconclusive = no clear call, values can overlap the other calls; inactive = mostly below about 3.7%; note: not every result past the cut was called active; inactives centre near 0; reference of the scale not given here
# SARS 3CLpro inh = SARS-CoV 3CLpro protease inhibition; inhibition, % at 6 µM; recombinant SARS-CoV 3CLpro, quenched FRET peptide cleavage; hit rate 0.14% among 290,000; P0C6X7; in the data active = inhibition above about 12%
# CCHFV vOTU inh = CCHFV vOTU protease inhibition; Pep-AMC fluorescence; inhibition, % at 11.5 µM; hit rate 0.55% among 370,000; AID 651958; in the data active = inhibition above about 30%; note: 0% = vehicle wells with enzyme and 100% = no enzyme wells
# * marks the source's active call; other numbers are inactive results; i = inactive; ? = inconclusive; · = not tested or not shown; & = joins results of further samples. Cut-off read from the data, not from the text of the source, unless noted: active = inhibition above about 30%; inconclusive = no clear call, values can overlap the other calls; inactive = below that. The list is partial; the hit share may differ from the screen's.
SMILES,Anthrax LF inh2,PfHsp40 rescue,VHR inh abs,PriA SSB inh,TcdB GH inh,BoNT A protease,Yp Topo-I inh,Vc quorum ag,SARS 3CLpro inh,CCHFV vOTU inh
C=CCn1c(O)c2ccc(C(=O)N=NC(=O)c3ccc(F)cc3)cc2c1O,?,1.1,·,-11,1.1,?,3,-2.9,·,-4
CCC(C)(C)C1CCC2(CC1)NC(=O)N(CC(=O)N1CCN(S(=O)(=O)c3cc(C)ccc3C)CC1)C2=O (configuration not stated),-1,-0.6,0,0,2.2,2.4,3,-2.9,7,-7
Cc1ccc(C(=O)NCCc2ccccc2)cc1S(=O)(=O)N1CCOCC1,2,0.3,·,-3,-0.5,0.3,4,i,·,-1
COc1cc(O)c(C(CC(=O)N2CCOCC2)c2ccc(N(C)C)cc2)c(OC)c1 (configuration not stated),1,-0.2,4,10,-10,-0.5,-3,i,·,-5
Cc1ccc2nc(SCC(=O)N3CCCCC3)nc(=O)n2c1,-1,-0.7,·,-11,-1.3,3.4,5,1.4,·,2
Cc1cccc(N/N=C/c2c(O)[nH]c(=S)[nH]c2=O)c1,3,0.3,·,·,0.7,-0.1,-4,i,·,-2
O=C(c1ccccc1)C1(c2ccccc2)OC1c1ccccc1 (configuration not stated),-1,0.7,·,-13,1.5,-0.9,14,i,·,2
Cc1ccc(-c2ccc(/C=N/N=C3/NC(=O)C(CC(=O)O)S3)o2)c([N+](=O)[O-])c1 (configuration not stated),-1,-0.6,-37,·,·,0.0,6,-0.3,1,16
CCOC(=O)Cc1ccc(Nc2nc(NCc3ccccc3)nc3ccsc23)cc1,2,·,·,·,1.2,-0.3,-7,-0.4,·,8
COC(=O)c1sccc1NC(=O)NC1CCCCC1,-6,0.1,42,-2,1.7,0.0,6,i,-1,4
CCC/C=C/c1ccc(CN2C(C)C(=O)N(Cc3cn(CCOCOC)nn3)CCS2(=O)=O)cc1 (configuration not stated),-4,·,·,·,2.4,-0.2,31,-0.4,·,-5
Cc1nc2cc(Cl)c(Cl)cc2n1CCCO,-3,·,14,1,3.2,-0.1,-9,i,4,-7
CC(=O)N(Cc1ccc2c(c1)OCO2)C1CC(=O)N(CCc2ccccc2)C1=O (configuration not stated),-6,0.2,12,-24,·,-0.4,5,i,4,8
COc1cc(/C=N/Nc2nn3cnnc3c3ccccc23)cc(OC)c1OC,0,-0.5,24,·,·,-0.2,14,·,2,17
CCc1ccc(-c2ccc(C(=O)O)cc2)nc1,6,-2.4,15,1,·,-0.1,5,i,4,-1
COCC(C)NC(=O)c1cc(-c2ccc(OC)c(OC)c2)on1 (configuration not stated),0,0.3,9,-3,1.0&1.3,0.8,3,i,5,·
COc1ccc(Cn2nnnc2C(c2ccncc2)N2CCOCC2)cc1 (configuration not stated),-9,0.3,6,-3,·,1.7,4,0.3,-4,15
C=CCn1c(SCC(=O)NCc2ccco2)nnc1-c1ccc2ccccc2n1,6,-0.3,12,7,-0.1,0.4,16,4.2,0,24
O=[N+]([O-])c1ccc2cn(-c3ccccc3)nc2c1,-1,0.9,6,5,0.5,1.7,1,-0.3,-4,-2
COc1ccc(-c2noc(CSc3nnc(Cc4ccccc4)n3-c3cccc(C)c3)n2)cc1OC,-1,4.6,3,8,2.0,-0.7,24,i,3,12
COc1ccc(-c2cc(C(F)(F)F)n3nc(C(=O)NCc4ccco4)c(Cl)c3n2)cc1,-5,0.2,16,-7,·,-0.4,27,3.8,3,-13
Cc1ccccc1Nc1nc(N)nc(CN2C(=O)NC3(CCCCC3C)C2=O)n1 (configuration not stated),-8,-1.6,24,-3,·,-0.4,-3,·,3,14
Nc1ccc(S(=O)(=O)NC(=O)c2ccccc2)cc1,-4,-0.1,16,-4,·,-0.7,1,7.4,-9,·
COc1ccc(Cl)cc1CNCCCSc1ncccn1,-13,2.3,4,4,-0.7,-10,3,-0.5,4,-7

# 2 records drawn at random from those above:
SMILES,Anthrax LF inh2,PfHsp40 rescue,VHR inh abs,PriA SSB inh,TcdB GH inh,BoNT A protease,Yp Topo-I inh,Vc quorum ag,SARS 3CLpro inh,CCHFV vOTU inh
COc1ccc(-c2cc(C(F)(F)F)n3nc(C(=O)NCc4ccco4)c(Cl)c3n2)cc1,-5,0.2,16,-7,·,-0.4,27,3.8,3,-13
Nc1ccc(S(=O)(=O)NC(=O)c2ccccc2)cc1,-4,-0.1,16,-4,·,-0.7,1,7.4,-9,·

# 9 compounds from above, arranged by formula weight, rising:
SMILES,Anthrax LF inh2,PfHsp40 rescue,VHR inh abs,PriA SSB inh,TcdB GH inh,BoNT A protease,Yp Topo-I inh,Vc quorum ag,SARS 3CLpro inh,CCHFV vOTU inh
CCc1ccc(-c2ccc(C(=O)O)cc2)nc1,6,-2.4,15,1,·,-0.1,5,i,4,-1
O=[N+]([O-])c1ccc2cn(-c3ccccc3)nc2c1,-1,0.9,6,5,0.5,1.7,1,-0.3,-4,-2
COCC(C)NC(=O)c1cc(-c2ccc(OC)c(OC)c2)on1 (configuration not stated),0,0.3,9,-3,1.0&1.3,0.8,3,i,5,·
COc1ccc(Cl)cc1CNCCCSc1ncccn1,-13,2.3,4,4,-0.7,-10,3,-0.5,4,-7
COc1ccc(Cn2nnnc2C(c2ccncc2)N2CCOCC2)cc1 (configuration not stated),-9,0.3,6,-3,·,1.7,4,0.3,-4,15
COc1cc(/C=N/Nc2nn3cnnc3c3ccccc23)cc(OC)c1OC,0,-0.5,24,·,·,-0.2,14,·,2,17
CC(=O)N(Cc1ccc2c(c1)OCO2)C1CC(=O)N(CCc2ccccc2)C1=O (configuration not stated),-6,0.2,12,-24,·,-0.4,5,i,4,8
Cc1ccccc1Nc1nc(N)nc(CN2C(=O)NC3(CCCCC3C)C2=O)n1 (configuration not stated),-8,-1.6,24,-3,·,-0.4,-3,·,3,14
COc1ccc(-c2noc(CSc3nnc(Cc4ccccc4)n3-c3cccc(C)c3)n2)cc1OC,-1,4.6,3,8,2.0,-0.7,24,i,3,12

# The list continues.
SMILES,Anthrax LF inh2,PfHsp40 rescue,VHR inh abs,PriA SSB inh,TcdB GH inh,BoNT A protease,Yp Topo-I inh,Vc quorum ag,SARS 3CLpro inh,CCHFV vOTU inh
COc1ccc(C2CC(=O)C(C=NCCN3CCN(C(C)=O)CC3)=C(O)C2)cc1 (configuration not stated),-8,-0.9,14,-6,·,-0.4,3,i,1,9
CC(=O)Nc1cccc(OCCCNC(=O)c2cccc3ccccc23)c1,15,1.2,39,-4,1.2,-1.0,8,i,0,-7
C/C(=N\NC(=O)c1nnn(-c2nonc2N)c1CN1CCOCC1)c1ccc(CC(C)C)cc1,-1,-0.8,-8,·,2.1,-1.9,4,0.9,3,8
CCOc1ccccc1N(CC(=O)NCC1CCCO1)C(=O)CCC(=O)Nc1ccccn1 (configuration not stated),-4,1.7,15,4,·,0.2,0,-1.4,-2,2
CCN(CC)c1ccc(NC(=O)c2ccc(Br)o2)c(C)c1,-3,0.4,6,11,·,-0.9,12,-0.4,0,4
CCCCn1c(N)c(N(CC)C(=O)c2c(C)noc2C)c(=O)[nH]c1=O,-6,-0.5,·,-8,-0.1,-0.2,-3,i,·,1
CC1=C(C(N)=O)C(c2ccncc2)n2nc(-c3ccccc3Cl)nc2N1 (configuration not stated),-10,0.1,-14,1,0.2,-0.8,7,-0.3,-3,-2
O=C(Nc1cccc(S(=O)(=O)NC2=NCCC2)c1)c1ccc(F)cc1F,0,-0.8,·,-7,-0.1,0.6,3,i,·,2
C=CC[C@@H](CC(=O)NCCO)C(=O)N[C@@H](C)COC(=O)[C@@H](CC=C)Cc1ccc(F)cc1,0,-0.7,·,2,1.3,0.4,0,0.8,·,9
Cc1cccc(C)c1NC(=O)COC(=O)C1C2CC3OC(=O)C1C3C2 (configuration not stated),1,-0.2,26,-12,2.0,-0.6,0,-0.3,-1,0
CCC(CO)Oc1cc(NCc2cccc(Cl)c2)c2ncn(C(C)C)c2c1 (configuration not stated),1,0.2,·,36,-0.3,1.7,-4,-1.3,·,·
Cc1ccc(F)c(NC(=S)Nc2cccc3ccccc23)c1,-4,-0.2,24,·,0.4,-4.6,-5,-0.3,6,-16
CN(CC(=O)Nc1ccc(N2CCOCC2)cc1)C(=O)CC(c1ccccc1)c1ccccc1,0,0.8,-1,17,0.5,0.8,-12,-2.2,-2,17
Cc1ccccc1Cn1cc(C)c(=O)[nH]c1=O,-4,-1.2,8,8,1.3,0.5,-1,-0.3,7,-9
Cc1cccc(N2CCN(C(=O)Cn3cnc4c3c(=O)n(C)c(=O)n4C)CC2)c1C,-2,-0.3,-5,4,·,1.2,12,·,2,5
O=C(Cc1ccccc1)c1nnc(-c2ccccc2)o1,0,0.9,2,-1,2.0,0.4,23,i,1,17
O=C1C(=O)N(Cc2cccnc2)C(c2cccc([N+](=O)[O-])c2)/C1=C(\O)c1ccc2c(c1)OCCO2 (configuration not stated),0,2.5,18,·,-3.4,0.4,0,2.1,4,5
O=c1nc2ccccc2c(NS(=O)(=O)c2ccccc2)n1-c1ccccc1,3,-0.2,14,1,·,-0.1,21,-0.2,-2,3
O=C1[C@@H]2C(Cc3ccc(O)cc3)NC3(C(=O)Nc4ccc(F)cc43)[C@@H]2C(=O)N1c1ccc(F)cc1 (some centres not stated),6,-1.5,3,7,·,3.8,-6,-0.4,7,-12
CS(=O)(=O)N1CCN(c2ccc([N+](=O)[O-])cc2C(F)(F)F)CC1,·,0.2,17,1,0.7,·,-3,-0.2,-1,-3
Cc1ccc(NC(=O)c2cc(NC(=O)CCC(=O)O)ccc2N2CCCCC2)cc1,-2,-0.8,25,5,1.7,-0.4,-2,i,-5,12
CC1(C)Cc2cccc(OCC(=O)N3CCN(c4ccccc4Cl)CC3)c2O1,-2,3.2,·,4&7,-1.0,0.6,43,i,·,8
Cc1c(OCC(=O)NCC(O)c2ccccc2)ccc2c3c(c(=O)oc12)CCC3 (configuration not stated),2,2.1,11,-5,0.7,1.3,6,-0.1,-6,12
N=c1ccn2c(n1)O[C@H]1[C@@H](CO)[C@H](O)O[C@H]12,-11,-0.6,·,-5,0.6,0.4,-8,-0.4,·,-5
CCOC(=O)c1cc(C#N)c(SCc2cccc3ccccc23)nc1C,-3,-1.2,6,-3,·,-0.2,8,-0.6,3,4
CC(C)(C)c1ccc(OCC(=O)N/N=C/C2CC=CCC2)cc1 (configuration not stated),3,-0.5,22,·,0.5,0.6,0,2.8,5,12
O=C(NCc1ccco1)C1CCN(C(=O)c2ccc(Cl)cc2Cl)CC1,6,-0.7,31,0,0.6,-1.3,-1,0.0,-1,8
CCc1ccc(-c2cc(C)no2)cc1S(=O)(=O)N1CCN(c2ccccn2)CC1,0,-0.5,17,-1,1.5,0.8,28,-0.2,-7,15
OC(CCc1ccncc1)COc1ccccc1 (configuration not stated),-5,-1.5,·,-47,0.2,-0.7,1,-0.4,·,1
O=C(c1cccc(F)c1)N1CCN(c2cccc(C(F)(F)F)c2)CC1,-4,1.3,-4,-18,·,1.1,12,i,3,6
CCCc1noc2c1C(c1cc(Br)ccc1F)C(C#N)=C(N)N2 (configuration not stated),-3,-0.6,21,-4,-0.1,0.4,-7,-0.6,3,5
CCN(C(=O)CSc1nncn1-c1ccccc1)c1c(N)n(Cc2ccccc2)c(=O)[nH]c1=O,-2,27*,-10,-8,0.9,0.0,0,-0.3,4,14
COC(=O)[C@H](CCSC)NC(=O)Nc1cc(C)ccc1C,-2,-0.2,3,-12,·,0.1,3,i,4,1
Nc1cc(Cl)ccc1C(=O)OCC(=O)N1CCCC1,5,-1.2,12,-7,-0.3,0.5,-3,-0.3,1,-42
